# Source: PubChem (several laboratories)
# HTRA1 inh: HTRA1 (human) protease inhibition | Q92743 | recombinant HTRA1, FP-rhodamine activity-based probe, fluorescence polarization | hit rate 0.5% among 340,000 | inhibition, % at 5.96 µM; in the data active = inhibition above about 36%;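 note: 0% = enzyme with DMSO and 100% = wells lacking enzyme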
# Target sequence (Q92743 whole entry, looked up): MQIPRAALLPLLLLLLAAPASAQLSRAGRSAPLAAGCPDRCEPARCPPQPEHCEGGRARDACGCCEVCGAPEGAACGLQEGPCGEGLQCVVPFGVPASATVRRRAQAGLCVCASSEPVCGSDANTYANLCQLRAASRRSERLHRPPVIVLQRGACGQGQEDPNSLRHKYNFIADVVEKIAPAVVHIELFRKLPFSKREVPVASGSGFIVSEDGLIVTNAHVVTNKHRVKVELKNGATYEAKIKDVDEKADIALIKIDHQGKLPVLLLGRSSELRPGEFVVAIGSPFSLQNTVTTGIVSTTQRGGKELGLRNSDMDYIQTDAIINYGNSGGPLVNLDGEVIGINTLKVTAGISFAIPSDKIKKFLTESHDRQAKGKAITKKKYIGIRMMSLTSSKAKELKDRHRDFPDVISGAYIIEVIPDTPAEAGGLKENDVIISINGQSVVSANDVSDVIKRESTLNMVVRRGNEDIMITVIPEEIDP
# MBD2 inh: inhibitors of human MBD2 binding to methylated oligonucleotide. AID 686964. TR-FRET. hit rate 0.31% among 370,000. inhibition, % at 4.4 µM. Q9UBB5; in the data active = inhibition above about 13%
# UHRF1 MBD2 ctr: UHRF1 methyl-DNA binding inhibition; Q96T88; UHRF1 binding to methylated oligo, TR-FRET; inhibition, % at 4.4 µM; hit rate 0.75% among 370,000; AID 687016; in the data active = inhibition above about 21%;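 note: UHRF1 SRA domain binding a hemimethylated CpG hairpin DNA probe; 0% = median of test compound wells and 100% = reference inhibitor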
# NPR2 activator: GC-B (human) receptor activation; activation, % at 10 µM; HEK293-GC-B cells, CNP EC30, cGMP TR-FRET; 0% at EC30 CNP, 100% saturating CNP; AID 1920062; P20594; hit rate 0.11% among 370,000;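 active = activation at 10 µM reaching about 35% in either raw or pattern-adjusted values, limit read from the data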
# SIAE inh: blocks human sialic acid acetylesterase; Q9HAT2; AID 1053197; inhibition, % at 9.66 µM; SIAE FP-Rh probe binding, fluorescence polarization; hit rate 0.69% among 370,000;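 active = inhibition above a cutoff: mean of compounds within the control limits plus 3 SD of those, cut at about 17% in these data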;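 note: 0% = plate median of compound wells and 100% = probe without SIAE protein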
# TCR-CD3 inh: inhibitors of human TCR-CD3 interaction | TAMRA-labeled TCR probe fluorescence, biochemical | inhibition, % at 9.4 µM | hit rate 0.37% among 360,000 | AID 651800; in the data active = inhibition above about 19%;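 note: recombinant mutant TCR 2C K166C tagged with TAMRA read by polarization; 0% = receptor in buffer alone and 100% = receptor with positive control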
# ABHD4 inh: inhibitors of mouse ABHD4 | purified mABHD4, FP-Rh probe fluorescence polarization | inhibition, % at 8.92 µM | hit rate 0.54% among 370,000 | AID 720543;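 active = inhibition exceeding the mean over every tested compound plus 3 SD, cut at about 30% in these data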;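 note: 0% = plate median of compound wells and 100% = S159A mutant with DMSO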
# Target sequence (Q8VD66 whole entry, looked up): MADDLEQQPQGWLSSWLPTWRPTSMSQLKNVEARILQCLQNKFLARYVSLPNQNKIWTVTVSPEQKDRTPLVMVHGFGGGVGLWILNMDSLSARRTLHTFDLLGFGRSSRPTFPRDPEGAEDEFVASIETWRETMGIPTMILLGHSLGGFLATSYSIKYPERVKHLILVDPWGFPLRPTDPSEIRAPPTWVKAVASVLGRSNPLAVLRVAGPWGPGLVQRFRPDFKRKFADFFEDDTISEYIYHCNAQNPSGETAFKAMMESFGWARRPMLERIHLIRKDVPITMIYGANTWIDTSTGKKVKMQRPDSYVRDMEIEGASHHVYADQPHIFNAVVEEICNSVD
#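 Test system: mABHD4 protein | Buffer or medium: HEPES pH 7.0 buffer, 150 mM NaCl, 0.01% Pluronic F-127 | Probe or stimulus: FP-Rh fluorescent activity-based probe, added after compound pre-incubation | Timing: Pre-incubation 45 min, probe exposure 60 min, at 25 °C | Technique: Fluorescence polarization, excitation 525 nm, emission 598 nm, BODIPY TMR filters | Repeats: Single well per compound (singlicate)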
# PRMT1 FP inh: blocks human protein arginine methyltransferase 1. hit rate 1.3% among 370,000. recombinant PRMT1, activity-based probe fluorescence polarization. inhibition, % at 2.79 µM. AID 652257;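 active = inhibition above about 21% made by adding two undisclosed values, limit read from the data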
# NPR1 activator: GC-A (human) enzyme activation; P16066; HEK293 GC-A cells, cGMP TR-FRET, EC30 ANP; 0% at EC30 ANP, 100% saturating ANP; activation, % at 10 µM; hit rate 0.14% among 370,000; AID 1671463; in the data active = activation above about 40%
# rCAG binder: binds r(CAG) RNA repeats | hit rate 1.3% among 370,000 | inhibition, % at 3 µM | r(CAG) RNA repeat, TO-PRO-1 dye displacement fluorescence | AID 651821;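 active = inhibition above the plate cutoff, the mean of all test compounds on that plate plus 3 SD, cut at about 35% in these data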;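 note: 0% = DMSO alone and 100% = 100 µM mitoxantrone as full dye displacement; higher means more dye released from RNA so lower well fluorescence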
# An asterisk follows results filed as active; nt = no result given. Some of the compounds tested; count on the stated rates, not on these rows.
SMILES,HTRA1 inh,MBD2 inh,UHRF1 MBD2 ctr,NPR2 activator,SIAE inh,TCR-CD3 inh,ABHD4 inh,PRMT1 FP inh,NPR1 activator,rCAG binder
CC(C)c1ccc(-n2c(O)c(C=NC(CCS(C)=O)C(=O)O)c(=O)[nH]c2=S)cc1 (stereo not drawn),0,-1,4,8,-30,-8,-9,0,-1,23
O=C(c1ccco1)N1Cc2ccccc2-n2nncc2C1,6,-3,2,4,-1,-6,10,1,-4,5
NC(=O)C1CCN(/C=C2\C(=O)NC(=O)N(Cc3ccco3)C2=O)CC1,2,6,2,9,-2,-8,7,1,-2,-1
CCOc1cc(CNCCc2c[nH]c3ccccc23)cc(Cl)c1OCC,6,-3,14,-4,-3,-5,9,-1,-1,0
CCC12CN3CCN(CC(C3)C1O)C2 (stereo not drawn),9,-1,-2,4,-3,-7,-8,-3,4,4
CCC(C)(O)C(=O)OC1C(=O)OC2CC3C(C)=CC(O)C(O)C3(C)C3C4(O)OCC23C1C(C)C4O (stereo not drawn),nt,-6,0,0,-5,-3,-9,-8,2,-4
Cn1c(O)c(Cc2ccc(OCc3ccccc3)cc2)c(=O)n(C)c1=O,-4,-2,-1,1,-3,4,-5,-1,4,0
Cc1sc2ncn(CC(=O)NCC(=O)N3CCC4(CC3)OCCO4)c(=O)c2c1C,1,1,-1,-2,3,6,0,-1,2,-1
CCN(CC)S(=O)(=O)c1ccc(C)c(NCC(=O)Nc2ccc(C#N)c(Cl)c2)c1,-55,4,8,-5,-8,-1,-8,-1,1,15
CC(C(O)c1ccccc1)N(C)CCn1cnc2c1c(=O)n(C)c(=O)n2C (stereo not drawn),5,3,-2,3,2,-5,-2,-2,3,-3
CCN(CC)CCCN=C(C)c1c(O)n(-c2ccc(C)cc2)c(=O)[nH]c1=O,-1,2,-4,0,-5,-2,2,-1,6,-3
O=C1OCCN1P(=O)(c1ccccc1)c1ccccc1,2,-1,-2,1,-1,7,-2,-1,5,-3
c1ccc(NC2=NCCCS2)cc1,8,-6,-2,4,-1,8,6,-5,1,-1
COCC(C)OC(=O)c1c(N)n(Cc2ccco2)c2nc3ccccc3nc12 (stereo not drawn),-6,-8,-9,5,-3,3,-2,10,23,4
Clc1cc(Cl)cc(NC2=NCCS2)c1,-6,-3,3,-1,-2,3,-1,4,6,-1
CS(=O)(=O)NNP(=O)(NNS(C)(=O)=O)NC(=O)c1ccc(Br)cc1,12,5,-1,0,6,13,-1,-3,3,-1
Cc1ccc2nc3c(cc2c1)CC1(C(=O)N(C)C(=O)N(C)C1=O)C1COCCN31 (stereo not drawn),-1,-10,-1,-1,5,8,-4,0,3,0
C=CCc1ccc2c(c1)OCO2,nt,-2,3,-10,4,-6,-3,4,-3,2
CC(=NCCCN1CCOCC1)c1c(O)n(Cc2ccccc2)c(=O)[nH]c1=O,3,1,2,1,0,-5,3,0,6,-3
CC(=O)OC1CC(OC2C(O)CC(OC3C(O)CC(OC4CCC5(C)C(CCC6C5CCC5(C)C(C7=CC(=O)OC7)C(O)CC65O)C4)OC3C)OC2C)OC(C)C1OC1OC(CO)C(O)C(O)C1O (stereo not drawn),4,2,0,-3,-7,9,3,-1,-1,3
CNP(=S)(NC)OCCOc1ccc(OC)cc1,7,4,-1,1,-2,-1,6,0,1,-4
CNC(=O)c1cccn(Cc2ccc(C(F)(F)F)cc2)c1=O,-3,2,-2,1,7,4,3,-2,0,-6
COc1ccc(CC2(CCc3ccccn3)C(=O)NC(=O)N(c3ccccc3C)C2=O)cc1OC (stereo not drawn),3,0,-4,4,0,6,4,-4,-4,-3
CC(C)OP(=O)(OC(C)C)C(O)c1ccc(Br)cc1 (stereo not drawn),4,1,0,5,2,-2,-3,0,-4,-6
Nc1c(Br)cc2c3c(cccc13)-c1ccccc1-2,nt,6,12,2,4,1,55*,7,1,16
# (continued)
SMILES,HTRA1 inh,MBD2 inh,UHRF1 MBD2 ctr,NPR2 activator,SIAE inh,TCR-CD3 inh,ABHD4 inh,PRMT1 FP inh,NPR1 activator,rCAG binder
CCC1(C)CC(CCNCc2ccc(N(C)C)cc2)(c2ccc(F)cc2)CCO1 (stereo not drawn),11,5,3,1,12,-4,14,1,-7,3
COc1ccc(C(O)c2ccccc2OP(=O)(N(C)C)N(C)C)cc1 (stereo not drawn),2,-1,2,2,-4,-10,-2,-2,-2,0
CN(C)CC#CCn1c2ccccc2c2ccccc21,nt,-1,2,0,5,-4,6,-3,-4,3
CCSc1nnc([C@@H](N)Cc2c[nH]c3ccccc23)o1,-3,-5,0,6,-3,-4,-1,-1,0,-1
CN1CCN(c2ncnc3c2cnn3C)CC1,nt,-1,1,-2,3,9,3,-3,-4,3
COc1cc2c(cc1OC)C13CCN4CC5CCOC6CC(=O)N2C1C6C5CC43 (stereo not drawn),3,-2,-2,-3,2,3,-4,-2,-5,1
COC(=O)Nc1nc2ccccc2[nH]1,1,0,-1,0,8,-4,5,0,-4,0
COc1cccc(C2CCN(C)C2)c1 (stereo not drawn),3,0,0,-2,-2,-10,-7,-2,1,1
COC(=O)C1=C(c2ccc(F)cc2OCc2ccccc2)C[C@@H]2CC[C@H]1N2C(=O)NC(C)C,-9,0,1,-13,1,-1,-3,0,-7,-6
CC(Cc1ccccc1)[n+]1cc(/N=C(\N)[O-])on1 (stereo not drawn),-4,-1,-1,3,-10,3,-2,-4,0,-3
c1ccc2c(CCNC3CCCCC3)c[nH]c2c1,2,2,4,0,8,4,4,0,-3,2
O=C(NC1CCCCC1)N1Cc2ccccc2-n2nncc2C1,5,-6,0,-1,0,0,2,1,-1,-1
CCCCn1c(=O)c(C(=O)NCc2ccco2)c(O)c2ccccc21,0,-4,2,1,-5,10,-1,0,-1,-2
CCN1CCN(c2ccc(N)cc2)CC1,5,3,5,3,1,4,9,-4,-6,-7
CCCCn1c(=O)c(C=Nc2ccc(Cl)cc2)c(O)n(Cc2ccco2)c1=O,-20,-2,-1,1,-38,4,0,5,0,10
C1CC2NCCC3NCCC(N1)N32 (stereo not drawn),1,-2,-1,5,2,0,-1,1,-2,-1
Cc1ccsc1C(=O)C1CCCN(Cc2cccn2-c2ccccn2)C1 (stereo not drawn),8,0,1,-10,-7,-12,1,4,-15,4
O/N=C/c1c[nH]c2ccccc12,1,1,2,-2,-5,1,2,0,1,3
O=C1CSC2(CN3CCC2CC3)N1 (stereo not drawn),1,-1,-2,6,0,3,3,-1,1,1
Cn1c(O)c(C=NC2CCN(Cc3ccccc3)CC2)c(=O)[nH]c1=O,6,-1,4,-1,3,-3,2,5,5,-4
CNC(C(=O)c1ccccc1)C(OC)c1ccc(C)cc1 (stereo not drawn),-1,3,2,-10,-5,6,0,-2,-11,-2
CN1CCN(C(=O)COc2ccc(S(=O)(=O)Nc3ccc(Cl)cc3)cc2)CC1,5,3,-1,1,8,-2,-1,-4,3,0
O=C1c2cccc3cccc(c23)C(=O)N1/N=C/c1c(O)n(-c2ccccc2)c(=O)[nH]c1=O,4,-8,-7,1,7,2,4,4,-1,1
Fc1ccc(CCNCc2ccc(Cl)c(Cl)c2)cc1,-5,2,0,-8,-2,2,5,-2,-25,-6
Nc1ncnc2c1ncn2[C@@H]1O[C@H](COP(=O)(O)CP(=O)(O)O)[C@@H](O)[C@H]1O,3,-2,3,-1,1,2,17,-3,4,5

# By substructure, the compounds so far containing a Cl atom.
SMILES,HTRA1 inh,MBD2 inh,UHRF1 MBD2 ctr,NPR2 activator,SIAE inh,TCR-CD3 inh,ABHD4 inh,PRMT1 FP inh,NPR1 activator,rCAG binder
CCOc1cc(CNCCc2c[nH]c3ccccc23)cc(Cl)c1OCC,6,-3,14,-4,-3,-5,9,-1,-1,0
CCN(CC)S(=O)(=O)c1ccc(C)c(NCC(=O)Nc2ccc(C#N)c(Cl)c2)c1,-55,4,8,-5,-8,-1,-8,-1,1,15
Clc1cc(Cl)cc(NC2=NCCS2)c1,-6,-3,3,-1,-2,3,-1,4,6,-1
CCCCn1c(=O)c(C=Nc2ccc(Cl)cc2)c(O)n(Cc2ccco2)c1=O,-20,-2,-1,1,-38,4,0,5,0,10
CN1CCN(C(=O)COc2ccc(S(=O)(=O)Nc3ccc(Cl)cc3)cc2)CC1,5,3,-1,1,8,-2,-1,-4,3,0
Fc1ccc(CCNCc2ccc(Cl)c(Cl)c2)cc1,-5,2,0,-8,-2,2,5,-2,-25,-6

# Additional records follow.
SMILES,HTRA1 inh,MBD2 inh,UHRF1 MBD2 ctr,NPR2 activator,SIAE inh,TCR-CD3 inh,ABHD4 inh,PRMT1 FP inh,NPR1 activator,rCAG binder
O=c1[nH]c(O)c(N=Nc2ccc(S(=O)(=O)N3CCOCC3)cc2)c(=O)[nH]1,2,2,0,12,4,2,6,0,-4,3
COc1ccc(S(=O)(=O)Cc2ccc(C(=O)N3CCC4(CC3)OCCO4)o2)cc1,3,1,-1,4,0,2,-3,-3,4,-5
CCCCN(Cc1ccccc1)C1CCN(CCc2ccccc2)CC1,6,-1,16,-5,2,-7,-5,-3,-3,-3
CN(CCc1ccccc1)Cc1ccccc1[N+](=O)[O-],-1,-3,2,-6,0,3,2,-2,3,0
CCC(C)n1c(C)cc(C(N)=O)c1C (stereo not drawn),-4,0,3,3,-2,4,5,0,5,0
COc1ccc(CCn2c(O)c(C=Nc3ccccc3F)c(=O)[nH]c2=O)cc1OC,-8,-3,1,1,-7,2,-1,2,0,7
O=c1c2cc(Br)ccc2[nH]c(=S)n1-c1ccccc1,1,1,-1,-2,-2,1,-5,0,-1,-1
Nc1ccc2cc(Br)ccc2c1,7,-4,-1,-2,2,7,2,11,4,3
c1ccc(CNC2CN3CCC2CC3)cc1 (stereo not drawn),6,1,0,0,1,5,0,-2,2,3
COc1ccc(N2C(=O)CC(N3CC=C(c4ccccc4)CC3)C2=O)cc1 (stereo not drawn),-8,-3,-4,1,3,-4,3,8,1,20
O=c1[nH]c(=S)[nH]c(O)c1N=Nc1ccc(S(=O)(=O)N2CCc3ccccc32)cc1,-2,-9,-9,-5,-9,4,-4,15,6,64*
Cc1ccc(S(=O)(=O)Oc2ccccc2C=C2C(=O)NC(=O)NC2=O)cc1,-5,-2,-2,1,7,-4,6,12,-1,-1
COc1ccc(C(CC(=O)c2ccc3c(c2)OCO3)c2c(O)c3ccccc3oc2=O)cc1OC (stereo not drawn),2,-1,2,3,1,5,1,-3,-2,14
O=c1[nH]c(=O)n(Cc2ccccc2)c(O)c1C=Nc1ccc(CN2CCOCC2)cc1,-5,0,-3,0,2,8,12,-3,2,-2
Cc1cc(N2C(=O)C3CCCN3C2c2sccc2C)no1 (stereo not drawn),0,2,2,4,2,-9,-1,2,-1,0
C[C@]12CCC3C(CC[C@H]4C[C@@H](O)CC[C@]34C)C1C[C@@H](Br)[C@H]2O (stereo partly drawn),nt,4,7,1,1,8,-1,2,-2,1
CC(C)[N+](C)(CCC(C(N)=O)(c1ccccc1)c1ccccc1)C(C)C,8,-5,-2,1,4,5,2,0,5,4
CNC(=O)Oc1ccccc1C1CCCCC1,-7,-5,0,-1,10,-7,2,1,3,-1
CCC(C#N)(CC)P(=S)(c1ccccc1)c1ccccc1,-8,0,-1,-7,0,1,2,1,-8,-4
O=C(CN1CC(c2ccccc2)CC1=O)Nc1cccc(F)c1 (stereo not drawn),-5,7,3,-1,6,-1,0,2,1,0
CC1CCCC(NC(=O)COC(=O)Cc2ccccc2)C1C (stereo not drawn),-5,0,3,1,-5,-1,-3,1,2,-3
CCCCCn1c(=O)c(C(=O)Nc2cccc(C)c2)c(O)c2ccccc21,-3,0,-3,0,-1,-2,5,-2,-1,0
Cn1cc(C(=O)OCC(=O)N2CCCCC2)c2ccccc21,0,-3,2,-5,-2,-4,-1,1,3,-1
